ULK1 inh – blocks human autophagy kinase ULK1; inhibition, % at 5.96 µM; AlphaScreen Atg13 phosphorylation by ULK1, luminescence; hit rate 1.9% among 30,000; AID 1259251; in the data active = inhibition above about 43%;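 also: 0% = median of compound wells and 100% = no enzyme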
ASK1 inh – human ASK1 kinase inhibition, primary screen. inhibition, % at 7.44 µM. hit rate 0.99% among 22,000. AlphaScreen MKK6 phosphorylation by ASK1, luminescence. Q99683; in the data active = inhibition above about 35%;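 also: 0% = median of compound wells and 100% = no enzyme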
Target sequence (Q99683 whole entry, looked up): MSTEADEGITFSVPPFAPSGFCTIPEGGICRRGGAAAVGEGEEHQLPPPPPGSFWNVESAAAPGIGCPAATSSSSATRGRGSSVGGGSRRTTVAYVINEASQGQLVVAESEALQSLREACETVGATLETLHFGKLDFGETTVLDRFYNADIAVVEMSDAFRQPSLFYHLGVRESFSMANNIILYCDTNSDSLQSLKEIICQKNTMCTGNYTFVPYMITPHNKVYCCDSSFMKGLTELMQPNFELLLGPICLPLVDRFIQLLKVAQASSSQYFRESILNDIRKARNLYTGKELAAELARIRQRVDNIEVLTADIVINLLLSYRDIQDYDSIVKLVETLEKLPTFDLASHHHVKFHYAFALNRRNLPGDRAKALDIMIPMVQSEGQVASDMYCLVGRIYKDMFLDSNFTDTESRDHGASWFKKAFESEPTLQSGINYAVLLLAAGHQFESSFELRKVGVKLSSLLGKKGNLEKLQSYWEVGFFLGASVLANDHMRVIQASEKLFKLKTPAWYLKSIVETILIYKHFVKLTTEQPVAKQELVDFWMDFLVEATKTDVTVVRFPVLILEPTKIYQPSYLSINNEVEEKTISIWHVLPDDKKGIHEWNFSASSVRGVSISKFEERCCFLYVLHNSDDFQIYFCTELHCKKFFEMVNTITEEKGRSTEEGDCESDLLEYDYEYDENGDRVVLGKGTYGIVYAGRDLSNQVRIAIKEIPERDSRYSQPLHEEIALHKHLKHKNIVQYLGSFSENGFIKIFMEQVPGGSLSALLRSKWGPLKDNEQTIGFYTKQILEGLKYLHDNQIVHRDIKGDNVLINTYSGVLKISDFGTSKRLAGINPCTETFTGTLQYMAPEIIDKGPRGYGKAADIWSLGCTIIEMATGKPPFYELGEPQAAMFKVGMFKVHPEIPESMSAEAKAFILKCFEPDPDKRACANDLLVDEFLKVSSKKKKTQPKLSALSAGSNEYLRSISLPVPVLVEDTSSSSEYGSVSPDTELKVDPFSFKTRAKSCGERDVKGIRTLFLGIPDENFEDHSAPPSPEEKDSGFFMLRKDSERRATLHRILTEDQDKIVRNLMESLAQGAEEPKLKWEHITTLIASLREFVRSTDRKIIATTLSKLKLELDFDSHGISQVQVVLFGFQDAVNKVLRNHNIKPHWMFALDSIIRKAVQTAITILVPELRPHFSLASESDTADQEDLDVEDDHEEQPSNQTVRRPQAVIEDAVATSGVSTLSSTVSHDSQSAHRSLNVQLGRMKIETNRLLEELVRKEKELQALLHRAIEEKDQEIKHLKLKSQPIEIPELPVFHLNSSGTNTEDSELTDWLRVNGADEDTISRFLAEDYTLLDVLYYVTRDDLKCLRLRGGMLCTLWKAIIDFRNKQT
An asterisk follows results filed as active; / = no result given; & = joins results of further samples.

smiles | ULK1 inh | ASK1 inh
CCN(CC)C(=O)C1CCCN(c2nc(Nc3ccc(NC(C)=O)cc3)c3ncn(CCN4CCCC4=O)c3n2)C1 (stereo unspecified) | 7 | -8
O=C1CCCN1CCn1cnc2c(NCc3cccnc3)nc(-c3ccc(N4CCOCC4)nc3)nc21 | 12 | 16
Nc1cccc(-c2cccc(C(=O)NCCOc3ccccc3)n2)c1 | -35 | 8
CCNc1cc(C(=O)Nc2ccc3c(c2)OCO3)c2ccccc2n1 | -7 | -15
O=C(C(O)c1ccc(Br)cc1F)N1CCC(Nc2ccc3cnccc3c2)CC1 (stereo unspecified) | -7 | 3
COc1c(N2CCNC(C)C2)c(F)cc2c(=O)c(C(=O)O)cn(C3CC3)c12 (stereo unspecified) | -8 | /
O=C(NCc1ccccc1)c1cccc(-n2ncc3ccc(-c4nn[nH]n4)cc32)c1 | -7 | 0
CN1CCN(c2ccc(-c3ccc(C(=O)NCc4ccccc4)s3)cc2)CC1 | 12 | -21
O=C1CCCN1CCn1cnc2c(NCc3ccccc3)nc(Nc3ccc(N4CCOCC4)cc3)nc21 | 9 | 3
CN(CCCCCCCCCCN(C)C(=O)Oc1cccc([N+](C)(C)C)c1)C(=O)Oc1cccc([N+](C)(C)C)c1 | 9 | /
O=C(NCCOc1ccccc1)c1csc(Nc2cnccn2)n1 | -1 | -3
Cn1c(Nc2cc(Nc3ccc4c(c3)OCO4)ncn2)nc2ccccc21 | 5 | 0
Cc1ccc(NC(=O)CCC(=O)NNC(=O)CCc2ccccc2)c(C)c1 | 2 | /
c1ccc(-n2cnc3c(NCCN4CCOCC4)nc(NCc4ccc5c(c4)OCO5)nc32)cc1 | -2 | -6
Cc1cc(NCCN2CCOCC2)nc(NCc2ccc3c(c2)OCO3)n1 | -3 | -15
N#Cc1cc(-c2ccnc(Nc3ccc(N4CCC(O)CC4)cc3)n2)cc(N2CCOCC2)c1 | -62 | 32
Nc1nc(NCc2cccnc2)cc(NCc2cccc(C(F)(F)F)c2)n1 | -21 | -7
CC(=O)Nc1cccc(-c2cccc3cnc(Nc4ccc(-n5cnc(C)n5)cc4)nc23)c1 | 20 | -1
CCNc1cc(C(=O)Nc2ccc(NC(C)=O)cc2)c2ccccc2n1 | -11 | 7
OC1CCC(Nc2cc(NCCOc3ccccc3)ncn2)CC1 (stereo unspecified) | -3 | -7
CC12CC[C@H](CC1=O)C2(C)C | 8 | /
COc1ccc(-c2nc(NCCN(C(C)C)C(C)C)c3ncn(C(C)C)c3n2)cn1 | 2 | -24
O=C(Nc1cc(F)c(-c2cn[nH]c2)cc1N1CCC(O)CC1)[C@H]1Cc2ccccc2CN1 | -5 | 25
O=C(NCCc1ccc(O)cc1)c1ccc2nc(Nc3ccncc3)sc2c1 | -7 | -7
NC(=O)c1ccc(-c2nccc(NCc3cccc(C(F)(F)F)c3)n2)cc1 | -18 | -11
O=C(NCc1cccc(C(F)(F)F)c1)c1cnc(Nc2ccc(C(F)(F)F)cc2)s1 | -11 | -20
N#Cc1sccc1Nc1ccc2c(cnn2-c2cccc(C(=O)NCCN3CCOCC3)c2)c1 | -37 | 5
O=C(NCCCN1CCCC1=O)c1csc(N2CCCC2CO)n1 (stereo unspecified) | 6 | -16
Cc1cnc(Nc2ccncn2)nc1NCCN(C(C)C)C(C)C | -4 | -1
CC(C)n1cnc2c(NCCOc3ccccc3)nc(Nc3cccc(N(C)C)c3)nc21 | 3 | 21
O=C(NCCN1CCOCC1)c1cccc(CN(C(=O)c2nc3ccc(-c4cn[nH]c4)cc3s2)C2CC2)c1 | 36 | -34
CCNc1cc(C)nc(N2CCN(C(=O)c3cccc(OC)c3)CC2)n1 | 8 | /
Cn1cnc(NC(=O)c2cccc(-n3cc(NC(=O)Cc4ccccc4)cn3)c2)n1 | 14 | -10
Fc1cc(-c2ccnc(Nc3ccc(-n4ccnn4)cc3)n2)cc(N2CCOCC2)c1 | -17 | 7
Nc1cccc(Oc2ccc3c(c2)C(=O)N(c2cccc(O)c2)C3=O)c1 | 2 | /
COc1ccc(-c2nc(NCc3cccnc3)c3ncn(-c4ccccc4)c3n2)cn1 | 24 | -44
Cc1cccc(-c2nc(C)cc(NCc3cccc(C(F)(F)F)c3)n2)c1 | -25 | -8
O=C(Nc1cccc(Cl)c1)N1CCN(CCO)CC1 | -16 | /
c1cc(-c2ccc3nc(C4CCCNC4)[nH]c3c2)ccn1 (stereo unspecified) | -4 | -1
CC(=O)Nc1ccc(Nc2ncnc3c2nc(-c2cccc(N)c2)n3C(C)C)cc1 | -5 | -5

Ordered by heavy-atom count (ascending): part of the list above.
smiles | ULK1 inh | ASK1 inh
c1cc(-c2ccc3nc(C4CCCNC4)[nH]c3c2)ccn1 (stereo unspecified) | -4 | -1
CCNc1cc(C)nc(N2CCN(C(=O)c3cccc(OC)c3)CC2)n1 | 8 | /
CC(=O)Nc1ccc(Nc2ncnc3c2nc(-c2cccc(N)c2)n3C(C)C)cc1 | -5 | -5
COc1ccc(-c2nc(NCc3cccnc3)c3ncn(-c4ccccc4)c3n2)cn1 | 24 | -44
O=C(NCCN1CCOCC1)c1cccc(CN(C(=O)c2nc3ccc(-c4cn[nH]c4)cc3s2)C2CC2)c1 | 36 | -34

(cont.)
smiles | ULK1 inh | ASK1 inh
CC(=O)c1cccc(-c2cccc(C(=O)Nc3ccc(N4CCOCC4)cc3)c2)c1 | 1 | 1
O=C([C@H](O)c1ccccc1Cl)N1CCC(Nc2ccc3[nH]ncc3c2)CC1 | -1 | -14
CCN(CC)c1nc(NCc2cccnc2)nc(Nc2ccc3c(c2)OCO3)n1 | 17 | 2
CCN(CC)c1nc(NCc2ccc3c(c2)OCO3)nc(Nc2cc(OC)c(OC)c(OC)c2)n1 | -2 | 12
O=C(O)C1CCN(Cc2ccc(-c3cccs3)s2)CC1 | 3 | /
CC(C)n1c(N2CCN(c3ccccn3)CC2)nc2c(NCCO)ncnc21 | -1 | -3
CC(C)n1c(Nc2cccc(N(C)C)c2)nc2c(Nc3ccccc3)ncnc21 | 7 | 18
COc1ccc(-c2nc(NCc3ccccc3)c3ncn(-c4ccsc4)c3n2)cn1 | 3 | 3
CC1=NCC(=O)Nc2cc3c(cc21)OCCO3 | 5 | /
Cc1cnc(N2CCC(N3CCOCC3)CC2)nc1Nc1ccc(N2CCOCC2)cc1 | -3 | -14
Cc1cc(NC2CCN(Cc3ccccc3)CC2)nc(Nc2nccc3ccccc23)n1 | -4 | -7
CC(C)N(CCNc1ncnc2nc(Nc3ccc(C(F)(F)F)cc3)[nH]c12)C(C)C | -5 | -15
COc1ccc(CCNc2ncnc3c2nc(-c2ccc(C(N)=O)cc2)n3C(C)C)cc1 | 7 | 24
Nc1nc(NCCCN2CCCC2=O)cc(Nc2ccc(Oc3ccccc3)cc2)n1 | 0 | 4
Cc1cccc(CC(=O)Nc2cc(C)nn2-c2nc3c(c(=O)[nH]2)CCC3)c1 | 4 | /
CCCNC(=O)c1ccnc(NCCN2CCOCC2)c1 | -5 | -4
c1ccc(-c2nc3ncnc(NCc4cccnc4)c3[nH]2)cc1 | 23 | -14
CCCCNC(=O)NS(=O)(=O)c1ccc(C)cc1 | 11 | /
O=C(NCc1ccccc1)c1ccnc(Nc2nccc3ccccc23)c1 | 4 | -2
CC(C)NC(=O)c1cccc(NC(=O)Nc2ccc(-c3ncnc4nc[nH]c34)cc2)c1 | 19 | 26
c1ccc(CNc2nc(Nc3ccc(-n4ccnc4)cc3)nc3nc[nH]c23)cc1 | 21 | -7
COc1ccc(CCNC(=O)c2csc(-c3ccc(OC)cc3)n2)cc1 | -20 | -16
CC(=O)c1cccc(-c2cc(NCc3cccc(C(F)(F)F)c3)ncn2)c1 | -6 | -7
c1ccc2[nH]c(CNc3ncnc4nc(Nc5ccncn5)[nH]c34)nc2c1 | 24 | -8
Cc1[nH]c(=O)c(C#N)cc1-c1ccncc1 | -13&11 | -7
CCCNc1ccnc(-c2ccc(OC)nc2)n1 | 6 | 2
O=C(Nc1cccc2cnccc12)c1ccc(SCC(O)c2ccc(Br)cc2)cc1 (stereo unspecified) | -16 | -5
CN1CCN(C(=O)c2ccc(-c3nc4ccc(C(=O)NCCO)cc4s3)cc2)CC1 | -16 | -17
CC(=O)Nc1ccc(NC(=O)c2cnc(-c3c(C)noc3C)s2)cc1 | 13 | 24
O=C(NCc1nc2ccccc2[nH]1)c1csc(Nc2ccccc2)n1 | -4 | 7
CCOc1cc(CC(=O)N[C@@H](CC(C)C)c2ccccc2N2CCCCC2)ccc1C(=O)O | 14 | /
Cn1c(Nc2nc(Nc3ccccc3)c3ncn(Cc4ccc(C(F)(F)F)cc4)c3n2)nc2ccccc21 | 13 | 22
O=C(NC1CC1)c1ccc(-c2nc3ncnc(NCc4nc5ccccc5[nH]4)c3[nH]2)cc1 | -4 | 4
COc1cc(Nc2nc(N3CCOCC3)nc3c2ncn3C2CCCCC2)cc(OC)c1OC | 5 | 25
O=C(NCC(O)CO)c1c(I)c(C(=O)NCC(O)CO)c(I)c(N(CCO)C(=O)CO)c1I (stereo unspecified) | 1 | /
COc1cccc(CN(CCO)C(=O)Cc2ccc(-c3cn[nH]c3)cc2)c1 | -4 | -17
O=C(NCCCN1CCOCC1)c1ccc(-n2ncc3cc(Nc4ccccc4Cl)ccc32)cc1 | -30 | 4
NC(=O)c1cnn(-c2ccnc(Nc3ccc(N4CCOCC4)cc3)c2)c1 | 30 | 2
C=C1C[C@H](c2ccccc2)N(Cc2ccccc2)[C@@H](C(C)C)[C@H]1C | 4 | 1
O=C(NC1CCN(Cc2ccccc2)CC1)c1ccc2nc(NC3CCN(Cc4ccccc4)CC3)sc2c1 | -24 | -18
COc1ccc(CCNC(=O)c2ccc3nc(Oc4ccccc4)sc3c2)cc1 | 10 | 12
NC(=O)c1ccn(-c2ccnc(Nc3ccc(N4CCOCC4)cc3)c2)c1 | 32 | 12
O=C(NC1CCN(Cc2ccccc2)CC1)c1ccnc(Nc2ccc(-n3ccnc3)cc2)c1 | 2 | -11
O=C1CCCN1CCn1cnc2c(NCCO)nc(N3CCN(Cc4ccc5c(c4)OCO5)CC3)nc21 | -9 | 3
O=C(NCCOc1ccccc1)c1ccnc(Nc2cccnc2)c1 | 10 | 3
Cc1cc(NCCO)nc(Nc2cnccn2)n1 | 10 | -7
Cc1nn(C)c(C)c1-c1nc(NCc2ccccc2)c2ncn(CCN3CCCC3=O)c2n1 | 4 | 2
Cc1cccc(N2CC(CO)OC2=O)c1 (stereo unspecified) | 17 | /
CC(=O)c1cccc(-c2nc(NC3CC3)c3ncn(-c4ccccc4)c3n2)c1 | 7 | 5
COc1nc(Nc2ccc(NC(C)=O)cc2)nc(-c2ccc(N3CCOCC3)nc2)n1 | -4 | -3
CCOC(=O)N1CCN(c2cc(-c3ccncc3)nc(-c3cccnc3)n2)CC1 | -8 | /
CN/C(=C\[N+](=O)[O-])NCCSCc1csc(CN(C)C)n1 | 2 | /
Cc1cnc(-c2c(C)noc2C)nc1NCCCN1CCCC1=O | 5 | -3
COc1ccc2c(c1)c(CC(=O)OCC(=O)O)c(C)n2C(=O)c1ccc(Cl)cc1 | -2 | /
Oc1ccc(CCNc2nc(N3CCC(N4CCOCC4)CC3)nc3c2ncn3Cc2ccc(C(F)(F)F)cc2)cc1 | -10 | 6
Cc1cnc(-c2ccc(N3CCN(C)CC3)cc2)nc1NCCCN1CCCC1=O | -4 | -8
CC(=O)c1cccc(-c2nc(NCc3nc4ccccc4[nH]3)c3[nH]cnc3n2)c1 | -10 | 4
COc1cc(NC(=O)c2cccc(-n3cc(Nc4ncc(F)c(-c5ccccc5)n4)cn3)c2)ccc1N1CCOCC1 | -5 | 7
CC(C)n1cnc2c(NCCN3CCOCC3)nc(-c3ccc(N4CCOCC4)nc3)nc21 | 10 | -3
OC1CCC(Nc2nc(Nc3ccc(N4CCOCC4)cc3)c3ncn(Cc4ccc(C(F)(F)F)cc4)c3n2)CC1 (stereo unspecified) | -23 | -4

Record cards (already shown). Screens in order: ULK1 inh, ASK1 inh
Entry for O=C1CCCN1CCn1cnc2c(NCCO)nc(N3CCN(Cc4ccc5c(c4)OCO5)CC3)nc21 = -9, 3
Entry for CC12CC[C@H](CC1=O)C2(C)C = 8, /
Entry for Fc1cc(-c2ccnc(Nc3ccc(-n4ccnn4)cc3)n2)cc(N2CCOCC2)c1 = -17, 7

(next part)
smiles | ULK1 inh | ASK1 inh
O=C(Nc1ccccc1)c1cccc(Nc2ccc3ncccc3c2)c1 | -2 | -10
CCCCOC(=O)c1ccc(N/C=C(/C#N)C(=O)OCC)cc1 | -12 | /
Cc1cnc(Nc2nc3ccccc3n2C)nc1NCCN(C(C)C)C(C)C | 6 | -7
CN(C)c1cccc(Nc2ccc(N3CCC(C(=O)NCCCN4CCCC4=O)CC3)nn2)c1 | -1 | 4
COc1cc2nc(Nc3cccc(N(C)C)c3)nc(NCCc3ccc(O)cc3)c2cc1OC | -9 | 26
O=C1CCCN1CCCNc1nc(Nc2ccc(-n3ccnc3)cc2)nc2c1ncn2C1CCCCC1 | -2 | 25
CCCNc1cc(C)nc(-c2ccc(C(N)=O)cc2)n1 | 8 | -2
Cc1ccc(N=Nc2c(O)[nH]c(=O)[nH]c2=O)cc1Br | -6 | /
O=C(Nc1nc(CC(=O)N2CCN(c3cccc(Cl)c3)CC2)cs1)NC1CCCC1 | -7 | /
CC(C)n1cnc2c(NCCCN3CCCC3=O)nc(NCc3ccc4c(c3)OCO4)nc21 | 6 | -8
O=C(NC1CC1)c1cccc(Nc2ccc(-n3ccnc3)cc2)n1 | -1 | 6
Cc1nn(C)c(C)c1-c1cc(NCCc2ccc(O)cc2)ncn1 | 1 | -6
Cc1cncc2cccc(N3CCN(C(=O)C(N)c4ccc(F)cc4F)CC3)c12 (stereo unspecified) | -1 | -17
NS(=O)(=O)c1ccc(Nc2nccc(-c3ccc(=O)[nH]c3)n2)cc1 | 11 | 1
Cc1ncn(-c2ccc(Nc3ncc4cccc(-c5ccnc(N6CCOCC6)c5)c4n3)cc2)n1 | 16 | 24
c1ccc(Cn2c(C3COc4ccccc4O3)nc3ncc(-c4ccncc4)cc32)cc1 (stereo unspecified) | -9 | 1

Bioassay records deposited in PubChem by The Scripps Research Institute Molecular Screening Center.

Rows were taken by chance, and some 3% of all compounds hit somewhere here.
